Assay outcomes: PubChem, several laboratories
PPC-1+TRAIL kill = compounds killing PPC-1 cancer cells with TRAIL present (potentiator screen, no TRAIL-free arm); PPC-1 cells + TRAIL, ATPLite viability luminescence; cell killing (% activity), % at 4 µM; hit rate 0.41% among 220,000;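 active = cell killing above 50% in the first pass at 4 µM, then a duplicate retest at 5 µM averaging 50% or more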;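 note: plate controls were cells with TRAIL plus DMSO for no effect and medium-only wells lacking cells for full effect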
TRPML3 agonist = human mucolipin-3 channel agonism | hit rate 0.29% among 220,000 | activation, % at 3 µM | HEK293 TRPML3-YFP, Fluo-8 calcium fluorescence; 100% = the carbachol control signal | Q8TDD5 | AID 1448;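 active = activation above its plate's cutoff, the mean activation of the plate's test wells plus 3 SD, cut at about 12% in these data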;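 note: 0% = DMSO only wells and 100% = carbachol wells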
Target sequence (Q8TDD5 whole entry, looked up): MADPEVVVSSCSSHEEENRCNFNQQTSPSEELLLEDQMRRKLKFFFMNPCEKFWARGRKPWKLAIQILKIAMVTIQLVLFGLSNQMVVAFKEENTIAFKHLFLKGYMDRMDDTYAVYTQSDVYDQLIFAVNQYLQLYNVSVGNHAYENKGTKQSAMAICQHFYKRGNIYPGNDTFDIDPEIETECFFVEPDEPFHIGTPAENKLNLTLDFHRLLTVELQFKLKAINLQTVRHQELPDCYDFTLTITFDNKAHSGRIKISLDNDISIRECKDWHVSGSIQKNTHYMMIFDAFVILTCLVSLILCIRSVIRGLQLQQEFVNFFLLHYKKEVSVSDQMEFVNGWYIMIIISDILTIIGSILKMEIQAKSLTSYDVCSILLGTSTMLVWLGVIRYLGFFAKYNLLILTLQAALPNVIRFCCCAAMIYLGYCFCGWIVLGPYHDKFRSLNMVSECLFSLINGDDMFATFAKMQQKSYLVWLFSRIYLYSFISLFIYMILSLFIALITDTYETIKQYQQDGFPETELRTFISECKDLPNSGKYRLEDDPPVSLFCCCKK
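Test system – HEK293 line with stable expression of human TRPML3-YFP channel · Control set – carbachol 87 µM final as high control (100%), DMSO as low control (0%) · Signal – Fluo-8 calcium dye fluorescence, ex 470-495, em 515-575 nm · Incubation – 1-h 37 °C dye load, 5-s basal, 120-s post-compound reads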
Runt-SMMHC FRET = inhibitors of human RUNX1 Runt domain binding to CBFb-SMMHC | Q01196+Q13951 | AID 1434 | inhibition, % at 20 µM | Cerulean-Runt/Venus-CBFb-SMMHC FRET ratio 530/480, 1 h | hit rate 0.74% among 220,000;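 active = mean inhibition across duplicate retests at 20 µM reaching about 50%, limit read from the data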;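 note: 0% = DMSO wells and 100% = wells with excess untagged CBFb-SMMHC; inhibitors lower the FRET ratio by blocking Runt binding to CBFb-SMMHC; some results filed as inactive read as strong as hits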
CHOP inh = CHOP inhibition in unfolded protein response; AID 2732; hit rate 3.8% among 220,000; inhibition, % at 10 µM; CHO-K1 CHOP-promoter luciferase, tunicamycin-induced, 15-18 h;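 active = compounds that reduced the stress-induced luciferase reporter signal by more than about 70% of percent inhibition, limit read from the data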;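 note: 0% = tunicamycin plus vehicle and 100% = wells without tunicamycin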
TNF necrop inh = TNF-alpha cell death inhibition in Jurkat FADD-/- cells; AID 463075; Jurkat FADD-/- TNF necroptosis rescue, ATP luminescence, 24 h; 0 = TNF only, 100 = no-TNF cells; activation (protection from cell death), % at 10 µM; hit rate 0.068% among 220,000;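 active = activation, meaning protection from cell death, of at least 50% relative to plate controls; inactive = activation below 50%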;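 note: necroptosis triggered by 40 ng/mL TNF-alpha added together with compound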
NCF1 inh = blocks human p47phox regulatory protein of NADPH oxidases; hit rate 0.53% among 220,000; p47phox/p22phox peptide binding, fluorescence polarization, 2 h; AID 1274; inhibition, % at 24.7 µM;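 active = inhibition above about 30%, limit read from the data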;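 note: 0% = p47phox with labelled peptide and 100% = labelled peptide alone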
Target sequence (P14598 whole entry, looked up): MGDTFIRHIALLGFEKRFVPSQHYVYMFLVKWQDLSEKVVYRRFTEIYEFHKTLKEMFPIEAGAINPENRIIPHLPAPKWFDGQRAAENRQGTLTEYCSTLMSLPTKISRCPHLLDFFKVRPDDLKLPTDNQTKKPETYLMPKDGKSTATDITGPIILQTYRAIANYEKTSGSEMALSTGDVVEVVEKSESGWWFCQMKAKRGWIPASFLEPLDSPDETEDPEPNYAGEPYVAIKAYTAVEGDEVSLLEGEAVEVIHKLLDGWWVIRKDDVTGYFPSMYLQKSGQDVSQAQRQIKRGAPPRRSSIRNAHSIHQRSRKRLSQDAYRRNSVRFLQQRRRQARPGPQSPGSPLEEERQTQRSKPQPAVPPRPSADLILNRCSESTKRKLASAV
MDM2 E3 inh = Mdm2 E3 ligase (human) inhibition; Q00987; cell-based MDM2 ubiquitination luciferase reporter, 2 h; 0 = plate control, 100 = twice control, blank-subtracted; signal enhancement, % at 5 µM; hit rate 0.11% among 210,000; AID 1230;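 active = signal enhancement of 30% or more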;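 note: luminescence tracks abundance of the self-degrading MDM2-luciferase fusion protein; higher signal means inhibition of MDM2 E3 ligase activity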
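test system = mammalian cells stably expressing self-ubiquitinating, self-degrading MDM2 E3–luciferase fusion | quantity = 2000 cells/well | incubation = cell settling 4 h, compound treatment 2 h, both 37 °C | signal = luminescence with SteadyLite reagent, 15 min at room temperature | evaluation = % enhancement relative to plate controls after blank subtraction | benchmarks = plate controls and plate blanks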
TRPN1 ag = agonists of zebrafish TRPN1 channel; activation, % at 3 µM; HEK293 zebrafish TRPN1-YFP, Fluo-8 calcium fluorescence; 100% = response to 87 µM carbachol; AID 1424; hit rate 0.18% among 220,000;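 active = activation above its plate's cutoff, the mean activation of test wells on that plate plus 3 SD, cut at about 19% in these data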;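 note: 0% = DMSO alone and 100% = 87 µM carbachol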
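Material: zebrafish TRPN1-YFP in HEK293 cells; Doses: single test compound dose, 3 µM nominal, 0.3% DMSO; Timing: dye loading 1 h at 37 °C, then 30 min room temperature; Technique: intracellular calcium fluorescence with Fluo-8; Benchmarks: high carbachol 87 µM, low DMSO alone.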
EBV gp42 block = inhibitors of Epstein-Barr virus glycoprotein 42; AID 1085; inhibition, % (tested at 21.74 µM); Fluorescence polarization binding assay, mP read-out; Q1HVG2; hit rate 0.42% among 220,000; in the data active = inhibition above about 50%
* = called active by the depositor; x = no result given. An unsorted share of the library, and some 5.9% of all compounds hit somewhere here.

item	molecule	PPC-1+TRAIL kill	TRPML3 agonist	Runt-SMMHC FRET	CHOP inh	TNF necrop inh	NCF1 inh	MDM2 E3 inh	TRPN1 ag	EBV gp42 block
1	Cc1ccc(S(=O)(=O)N(Cc2cc3cc4c(cc3[nH]c2=O)OCCO4)CC2CCCO2)cc1 (centres undefined)	6	-0.2	0	-1	-3.1	1	-16	0.7	-10
2	CCC1(CC)C(=O)C(C)(C)C(=O)OC1c1cccs1 (centres undefined)	-3	-0.1	-3	26	-0.1	2	-7	-1.5	-13
3	Cc1cccc(NC(=O)NC(C)CCc2ccccc2)c1 (centres undefined)	-5	0.4	3	26	2.3	-6	-21	1.5	12
4	Cn1cnnc1SCC(=O)Nc1ccc(Cl)c(S(=O)(=O)N2CCOCC2)c1	18	0.5	1	8	1.4	-11	-14	-0.4	-17
5	COC(=O)c1c(C)[nH]c(O)c1C=Nc1ccc(C(C)C)cc1	25	0.9	12	26	-0.8	-21	-6	0.5	5
6	CC(C)(C)c1ccc(/C=C2\SC(=O)N(CCNC(=O)c3cccc(S(=O)(=O)N4CCOCC4)c3)C2=O)cc1	15	0.3	-11	57	0.3	-61	-43	-0.3	-44
7	Cn1cnc2c1c(=O)n(Cc1cccc(Br)c1)c(=O)n2C	50	1.3	1	25	-0.1	-4	-18	1.1	-6
8	CCOC(=O)C1=C(C)NC(SCC(=O)Nc2cc(C)on2)=C(C#N)C1c1cccs1 (centres undefined)	32	-1.2	0	18	-5.3	28	5	-0.5	3
9	Cc1ccc(OCCCCNC2CCCC(C)C2C)c(C)c1 (centres undefined)	13	1.4	-2	55	2.2	-9	-9	1.1	-9
10	CCOC(=O)c1c(C)n(C)c2ccc(OCC(O)CN3C(=O)c4ccccc4S3(=O)=O)cc12 (centres undefined)	24	-0.5	3	31	-0.3	-25	-15	-1.6	-14
11	CC(CCc1ccccc1)NC(=O)C1CCN(S(=O)(=O)N2CCCCC2)CC1 (centres undefined)	10	2.4	2	3	-0.1	-7	-19	3.5	-5
12	N#C/C(=C/c1ccc(Sc2nc3ccccc3[nH]2)o1)c1ccccc1F	-6	-0.6	6	14	-3.4	-11	1	-1.5	17
13	c1ccc2c(c1)ncn2CCCOc1ccc2c(c1)CCC2	14	0.5	1	51	-4.5	-3	-10	-1.3	-4
14	CC(C)(C)OC(=O)N/N=C\c1ccc([N+](=O)[O-])s1	13	0.6	-7	-7	-6.9	-14	-14	-0.1	-14
15	CCCc1nc(SCC(=O)Nc2ccccc2OC)c2c(=O)n(C)c(=O)n(C)c2n1	5	0.6	-2	47	-7.4	-10	-17	0.1	-3
16	COc1ccc(-c2cccc(C(=O)NCC(=O)O)c2)cc1	15	0.6	1	38	0.2	-5	-9	1.0	-14
17	Cc1csc(SC(C)C(=O)Nc2ccc(S(=O)(=O)N3CCCC3)cc2)n1 (centres undefined)	0	0.4	-1	55	1.2	0	-14	1.8	-21
18	O=c1[nH]ncc(N2CCN(Cc3ccccc3)CC2)c1Cl	14	1.2	-3	21	0.1	6	-12	0.8	-23
19	CCOC(=O)C1CCN(Cc2ccc(OC)cc2OC)CC1	11	1.2	-2	24	3.4	-13	-1	0.1	-1
20	CCc1c(C)nc(Nc2nc(C)c3cc(OC)ccc3n2)[nH]c1=O	7	0.1	3	14	-4.6	-9	-12	0.2	-18
21	CC(C)CC(C(=O)NC(C)(C)C)N(Cc1cccs1)C(=O)c1snc(C(N)=O)c1N (centres undefined)	8	0.9	3	0	-1.9	0	-7	-0.1	-8
22	CC(=O)NC1(c2ccccc2)CCN(C(=O)N2CCOCC2)CC1	-15	0.9	-1	6	0.6	1	-8	0.8	-3
23	CCOC(=O)Nc1ccc2c(c1)Sc1ccccc1N2C(=O)CCN1CCOCC1	-35	1.0	0	41	-1.8	-11	-10	-0.1	1
24	CCNCCNC(=O)c1c(O)c2c([nH]c1=O)CCCC2	12	0.6	1	36	-2.9	-1	-21	-0.4	-26
25	Cc1cc(SCC(=O)c2cc(C)n(C)c2C)nc2ccccc12	44	0.1	-7	15	2.9	-16	-11	-0.8	1
26	O=C(O)C(Cc1ccccc1)N1C(=O)CCC1=O (centres undefined)	1	0.0	1	7	-0.2	6	-4	0.3	2
27	S=C(NCC1COc2ccccc2O1)Nc1ccccc1 (centres undefined)	1	1.0	-3	-23	-1.4	-6	-8	3.1	6
28	COc1ccc(-c2csc(N3C(=O)C4C5c6ccccc6C(c6ccccc65)[C@@H]4C3=O)n2)cc1 (some centres undefined)	-11	0.8	2	18	1.8	-40	-5	-0.2	-14
29	c1ccc2c(c1)CNC1(CCCCC1)C2	15	0.5	0	-7	0.9	-5	8	-0.5	-11
30	O=c1c2cc3c(cc2[nH]c(=S)n1C1CCN(Cc2ccccc2)CC1)OCO3	-2	0.3	6	-4	-2.6	5	-18	0.0	-9

Numbers 26 to 30, reprinted for reference:
item	molecule	PPC-1+TRAIL kill	TRPML3 agonist	Runt-SMMHC FRET	CHOP inh	TNF necrop inh	NCF1 inh	MDM2 E3 inh	TRPN1 ag	EBV gp42 block
26	O=C(O)C(Cc1ccccc1)N1C(=O)CCC1=O (centres undefined)	1	0.0	1	7	-0.2	6	-4	0.3	2
27	S=C(NCC1COc2ccccc2O1)Nc1ccccc1 (centres undefined)	1	1.0	-3	-23	-1.4	-6	-8	3.1	6
28	COc1ccc(-c2csc(N3C(=O)C4C5c6ccccc6C(c6ccccc65)[C@@H]4C3=O)n2)cc1 (some centres undefined)	-11	0.8	2	18	1.8	-40	-5	-0.2	-14
29	c1ccc2c(c1)CNC1(CCCCC1)C2	15	0.5	0	-7	0.9	-5	8	-0.5	-11
30	O=c1c2cc3c(cc2[nH]c(=S)n1C1CCN(Cc2ccccc2)CC1)OCO3	-2	0.3	6	-4	-2.6	5	-18	0.0	-9

Later entries
item	molecule	PPC-1+TRAIL kill	TRPML3 agonist	Runt-SMMHC FRET	CHOP inh	TNF necrop inh	NCF1 inh	MDM2 E3 inh	TRPN1 ag	EBV gp42 block
31	CC1(C)CC(N2CCN(Cc3ccccc3)CC2)=CC(=[N+]2CCCCC2)C1	33	0.6	5	1	-11	3	x	1.1	-52
32	O=C(CCNC(=O)c1ccccc1Cl)Nc1nc(-c2ccc3ccccc3c2)cs1	24	1.2	-6	51	2.0	-42	3	-0.5	-12
33	COc1cc(NC(=O)CSc2nnc3c(C)cc4c(C)ccc(C)c4n23)c(C(=O)O)cc1OC	18	1.0	0	-8	-0.7	8	-9	0.1	-11
34	CNS(=O)(=O)c1cccc(C(=O)OCc2cc(C(C)=O)ccc2OC)c1	-6	-0.1	1	16	-0.2	-22	-9	3.1	-16
35	CCOc1ccc(NC(=O)C/C(N)=N/O)cc1	16	0.8	-6	-9	-0.8	-3	-8	0.5	-24
36	CC1CN(C(=O)Nc2ccc3c(c2)OCO3)CC(C)O1 (centres undefined)	19	0.1	-3	-10	-0.9	-7	5	-0.9	-17
37	Cc1ccc(C)c(-n2nnnc2Sc2nc([N+](=O)[O-])nn2C)c1	-7	0.0	3	-1	3.5	-6	-6	0.0	-11
38	O=c1[nH]c(/C=C/c2ccccc2OC(F)F)nc2c1cnn2-c1ccccc1	9	0.7	-7	27	2.9	-6	-3	-0.1	-17
39	O=S(=O)(/C=C/c1ccccc1)N1CCN(c2ccccc2)CC1	-12	0.6	5	-7	-2.7	-6	-6	1.1	-5
40	O=C(O)Cc1ccc2oc(-c3cccnc3)nc2c1	-6	1.2	2	0	0.3	1	-24	0.7	1
41	Cc1cc(C)nc(Sc2ncnc3c2oc2ccccc23)n1	3	0.2	0	-27	-5.7	-2	-9	-0.9	-13
42	COc1ccc(N(C(=O)c2ccccc2C)S(=O)(=O)c2cccs2)cc1	22	1.2	3	-2	-5.2	-2	-5	-1.8	7
43	O=C1OC(Nc2ccc(F)c([N+](=O)[O-])c2)c2ccccc21 (centres undefined)	14	-0.1	-1	-1	-0.7	-3	-21	0.5	-18
44	Cc1cccc(C(=O)N2CCC(Cc3ccccc3)CC2)c1[N+](=O)[O-]	-6	1.5	2	56	1.1	-6	-13	2.0	12
45	CCc1cc(OCCN(C)C)ccc1Cl	17	0.9	-2	7	0.1	-10	-13	3.3	-6
46	Cc1ccc2nc(N3CCN(S(=O)(=O)c4ccc(C)c(Cl)c4)CC3)c(C#N)cc2c1	6	0.4	33	33	0.7	-45	-32	-1.2	-36
47	Cc1ccc(CNC(=O)c2ccc(Cn3nc(C)c(Cl)c3C)o2)cc1	16	-0.7	5	39	1.1	-6	-3	-1.1	-7
48	COc1ccc(C(=O)NC(C(=O)NCC(=O)Nc2c(C)cccc2C)C(C)C)cc1 (centres undefined)	14	0.5	2	18	1.1	6	-14	0.1	20
49	N#C/C(=C(/O)c1ccco1)c1nc2ccccc2[nH]1	-2	0.8	0	7	26	-1	-10	0.1	-2
50	CCCCSc1nnc(NC(=O)CCc2ccccc2)s1	0	1.3	-1	-21	0.8	-6	-1	0.7	-14
51	CC(/C=C/c1cccc([N+](=O)[O-])c1)=N\NC(=O)c1ccncc1	12	0.7	4	-9	1.6	0	-4	1.0	-9
52	CCN1/C(=C2\C(=O)N(C)C(=S)N2c2ccccc2)C=Cc2ccccc21	2	0.0	-1	-6	-7.6	-14	x	-1.6	-38
53	CC(C)(C)c1ccc(-c2nc(C#N)c(NCc3cccnc3)o2)cc1	24	0.8	-3	66	2.0	-20	-10	1.2	-8
54	CC(C)n1c(=S)[nH]c2c1c(=O)[nH]c(=O)n2C	2	-0.3	24	1	0.7	13	-8	0.2	-21
55	CC1CCC(C(C)C)C(OC(=O)COC(=O)c2ccc(=O)[nH]c2)C1 (centres undefined)	4	-0.6	-4	63	-0.9	-9	x	0.4	-23
56	CCc1nnc2n1N=C(c1ccc([N+](=O)[O-])cc1)CS2	12	-0.2	-2	13	-4.4	-8	-11	0.7	-13
57	CCCCCNC(=O)Cc1ccc(OC)cc1	22	0.7	-2	2	8.1	-9	-3	-0.9	-7
58	COCCNS(=O)(=O)c1cc(OC)c(Cl)cc1Cl	-24	2.6	1	24	0.2	-9	-16	-0.5	-8
59	CCCSc1nnc(Cn2c(=O)sc3ccccc32)n1-c1ccccc1	15	0.0	-2	23	0.1	-5	-8	0.4	-5
60	C=CCn1c(-c2ccc(C)cc2)nc2ccccc21	19	-0.5	0	58	-0.7	-10	-13	-3.0	-14
61	COc1cccc2c(=O)n(CC(=O)Nc3ccccc3)ccc12	14	0.2	-1	15	0.3	4	-5	-0.2	-6
62	CC(C)(C)CN1C(=O)C(=O)NC[C@H]1Cc1ccc(O)cc1	28	x	1	-6	3.5	-8	10	x	-14
